# PTAP TSG101 blk: qHTS Assay for Iinhibitors of HIV-1 Budding by Blocking the Interaction of PTAP/TSG101. Potency, µM (titrated, usually from 115 µM), without a hit: at the highest dose activity change, negative = inhibition, usual class: inhibitors. AID 493005, 2010. Fluorescence polarization, FITC-PTAP peptide / Tsg101 binding. 340,000 tested, under 10 active; active = well fitted inhibition curve with a large enough effect in the main read-out, with a control signal flat, not every such curve was filed as active; inconclusive = small, poorly fitted or top-dose-only effect, or effect the other way, or a change in a side signal; inactive = no such curve, though single readings can be large or run the other way; also: potency is read from the fitted curve at half-maximal effect; % of control where 0% means no effect
#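 Compounds were pin-transferred onto Tsg101 binding domain (10 uM final) in HEPES pH 7.5 buffer, then FITC-PTAP peptide was added at 50 nM final. After 20 min at RT, polarization reported peptide displacement across a qHTS concentration series.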
# Integrin act MD: qHTS for Activators of Integrin-Mediated Alleviation for Muscular Dystrophy | actives 0.064% (n = 350,000) | alpha7betagal myoblasts, beta-gal FDG fluorescence, 48 h | AID 624291, 2012 | Potency, µM (doses to about 38.3 µM), for inactives: at the top dose activation, hits mostly activators;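 also: potency is read from the fitted curve at half-maximal effect; 100% = response of the positive control SU9516; nearly all actives have a fitted effect of over 60% in size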
#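 Alpha7betagal+/- myoblasts (passage 13) were plated 16-24 hr, then exposed to compounds (1:260 dilution of DMSO stock) for 48 hours at 37C. After MPER lysis, β-galactosidase reporter activity was read as FDG fluorescence (ex 480/em 540) after 30 minutes.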
# Menin MLL FP TR: qHTS Assay for Inhibitors Targeting the Menin-MLL Interaction in MLL Related Leukemias: Competition With Texas Red Labeled MLL-derived Mutant Peptide; O00255; Menin + Texas Red MLL mutant peptide, fluorescence polarization; Potency, µM (titrated, usually from 61.6 µM), inactives show at the top dose FP activity change, negative = inhibition, actives largely listed as inhibitors; actives 0.23% (n = 270,000); AID 1768, 2009; active = well fitted inhibition curve with a large enough effect in the polarisation, with a control signal flat, not every such curve was filed as active; inconclusive = small, poorly fitted or top-dose-only effect, or effect the other way, or a change in a side signal; inactive = no such curve, though single readings can be large or run the other way; the % refers to the polarisation; also: potency is read from the fitted curve at half-maximal effect; % of control where 0% means no effect; many of its hits are not listed in these tables
# MBNL1-CUG inh: qHTS Assay for Inhibitors of MBNL1-poly(CUG) RNA binding. Muscleblind-like protein 1 (Homo sapiens), Q9NR56. TR-FRET MBNL1-His/biotin-(CUG)12 binding, 665/545 ratio. Potency, µM (series often up to 57.5 µM), for inactives: top-dose activity change, negative = inhibition, usual class: inhibitors. actives 0.036% (n = 280,000). AID 2675, 2010; active = well fitted inhibition curve with a large enough effect in the signal ratio, with a control signal flat, not every such curve was filed as active; inconclusive = small, poorly fitted or top-dose-only effect, or effect the other way, or a change in a side signal; inactive = no such curve, though single readings can be large or run the other way; the % refers to the signal ratio; also: potency is read from the fitted curve at half-maximal effect; % is scaled to controls: 0 for no effect and ±100 for the full control effect
# Target sequence (Q9NR56 whole entry, looked up): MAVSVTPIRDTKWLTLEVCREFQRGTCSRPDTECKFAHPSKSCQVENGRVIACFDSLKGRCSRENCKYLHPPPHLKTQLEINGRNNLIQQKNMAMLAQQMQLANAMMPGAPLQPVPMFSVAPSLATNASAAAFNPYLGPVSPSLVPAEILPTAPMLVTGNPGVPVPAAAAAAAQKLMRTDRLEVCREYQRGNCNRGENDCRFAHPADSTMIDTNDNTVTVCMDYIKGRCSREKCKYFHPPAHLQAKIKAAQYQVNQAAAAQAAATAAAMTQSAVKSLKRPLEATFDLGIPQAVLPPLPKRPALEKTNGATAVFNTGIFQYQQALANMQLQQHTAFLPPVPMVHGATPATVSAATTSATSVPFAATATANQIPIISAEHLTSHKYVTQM
#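 His-tagged MBNL1 binding to biotinylated (CUG)12 RNA was measured by TR-FRET using terbium anti-His antibody (0.055 ng/ul final) and streptavidin-XL665 (5 nM final). Compounds were titrated 92 nM to 58 uM; 60 min at room temperature.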
# TSHR antag: Antagonists of the Thyroid Stimulating Hormone Receptor: HTS campaign. activity change, negative = inhibition, % at 11.5 µM. actives 0.2% (n = 330,000). TSHR-expressing cells, TSH-stimulated cAMP HTRF, 2 h; active compounds read low;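 active = activity change below a set negative limit, meaning inhibition stronger than a set level, cut at about -70% in these data; inconclusive = activity change between two set negative limits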; also: % is scaled to controls: 0 for no effect and ±100 for the full control effect
#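 Antagonism was scored as loss of TSH-driven cAMP in TSHR cells, stimulated with 4nM TSH (EC80) for 2 hours at 37 deg C and detected by homogeneous HTRF competition immunoassay.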
# AT treatment: qHTS Assay for Identifying a Potential Treatment of Ataxia-Telangiectasia. […] A-T fibroblasts, KAP-1 phosphorylation AlphaLISA; neocarzinostatin DNA damage 30 min before lysis. Potency, µM (series often up to 57.5 µM), inactives show top-dose activation, hits mostly activators. actives 0.19% (n = 320,000). AID 485349, 2010; also: potency is read from the fitted curve at half-maximal effect; % of control where 0% means no effect; nearly all actives have a fitted effect of over 45% in size
#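 ATM-like activity read as KAP-1 phosphorylation via AlphaLISA donor/acceptor antibody pairs after lysis and 6 hr at 25C. Cells were ATM-null patient fibroblasts ([…], hTERT), dosed 60 min, then exposed to the DSB inducer NCS for 30 min.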
# CXXC DNA block: qHTS Fluorescence Polarization Assay for Inhibitors of MLL CXXC domain - DNA interaction; MLL-CXXC / FITC-HOXA9 DNA fluorescence polarization; Potency, µM (series often up to 115 µM), for the others: top-dose activity change, negative = inhibition, usual class: inhibitors; actives 0.037% (n = 290,000); active = well fitted inhibition curve with a large enough effect in the polarisation, with a control signal flat, not every such curve was filed as active; inconclusive = small, poorly fitted or top-dose-only effect, or effect the other way, or a change in a side signal; inactive = no such curve, though single readings can be large or run the other way; the % refers to the polarisation; also: potency is read from the fitted curve at half-maximal effect
#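 Purified MLL-CXXC (added from a 7 uM solution) was preincubated 5 min at ambient with pinned compounds in 50 mM Tris-HCl pH 7.5, 50 mM NaCl, 1 mM DTT, 0.05% BSA. Fluorescein-labeled HOX-A9 DNA (50 nM solution) followed, 30 min, then polarization read.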
# TCR act: Activators of T cell receptors: qHTS campaign; primary human leukocytes, anti-CD3, IL-2 HTRF, 48 h; Potency, µM (titrated, usually from 9.22 µM), for the others: at the highest dose activation of IL-2 secretion, actives largely listed as activators; 330,000 tested, under 10 active; also: % of control where 0% means no effect
#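 Using a-CD3 beads without co-stimulation, primary human leukocytes were exposed to compounds for 48 hr. An HTRF IL-2 kit measured the cytokine, with europium-to-d2 energy transfer producing emission at 665nm upon 320nm excitation.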
# Mito fusion act: qHTS Assay for Small Molecule Inhibitors of Mitochondrial Division or Activators of Mitochondrial Fusion; Potency, µM (series often up to 46.1 µM), without a hit: top-dose growth rescue (activation), actives largely listed as activators; actives 0.23% (n = 320,000); S. cerevisiae fusion-defective mutant growth rescue, CellTiterGlo 48 h;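 also: potency is read from the fitted curve at half-maximal effect; % of control where 0% means no effect; nearly all actives have a fitted effect of over 45% in size; temperature-sensitive fusion mutants such as fzo1-1 at 37 °C on non-fermentable ethanol glycerol medium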
#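 Yeast fusion mutant, YPEG (non-fermentable carbon), compound, 48 h at 37C non-permissive; CellTiterGlo added, 10 min RT, luminescence read. Rescued growth = division inhibition.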
# S-ASM inh: Inhibitors of Secretory Acid Sphingomyelinase (S-ASM): qHTS; placental ASM, HMU-PC fluorogenic substrate, 60 min; Sphingomyelin phosphodiesterase (Homo sapiens), P17405; Potency, µM (series often up to 57.5 µM), without a hit: top-dose activity change, negative = inhibition, most hits filed as inhibitors; actives 0.006% (n = 340,000); AID 504937, 2011; also: potency is read from the fitted curve at half-maximal effect
# Target sequence (P17405 47-631 limits assumed): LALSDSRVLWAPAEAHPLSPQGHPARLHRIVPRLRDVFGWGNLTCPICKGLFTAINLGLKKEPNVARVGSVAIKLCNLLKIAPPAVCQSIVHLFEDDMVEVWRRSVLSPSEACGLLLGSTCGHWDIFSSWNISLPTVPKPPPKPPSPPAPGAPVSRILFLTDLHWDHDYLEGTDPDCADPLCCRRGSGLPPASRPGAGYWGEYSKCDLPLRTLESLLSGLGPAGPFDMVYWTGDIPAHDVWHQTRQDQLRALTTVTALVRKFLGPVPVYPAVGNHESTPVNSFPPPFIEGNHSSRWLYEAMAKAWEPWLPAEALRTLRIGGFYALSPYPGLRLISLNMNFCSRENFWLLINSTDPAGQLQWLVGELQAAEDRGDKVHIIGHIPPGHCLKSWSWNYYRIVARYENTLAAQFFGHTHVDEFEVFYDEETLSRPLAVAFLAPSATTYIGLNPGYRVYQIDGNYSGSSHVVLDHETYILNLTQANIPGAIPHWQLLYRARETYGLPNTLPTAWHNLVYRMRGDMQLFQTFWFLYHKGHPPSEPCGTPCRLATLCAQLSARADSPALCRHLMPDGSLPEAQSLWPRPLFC
#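 Steps: dispense placental human ASM, pin compound, wait 10 min at room temperature, add HMU-PC0 substrate at 9 uM final, incubate 60 min at 37 °C, add stop solution raising pH to 10, read fluorescence.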
# Active calls of the source: *; i = inactive; ? = inconclusive; · = not tested or not shown; [ ] = dose if it differs, or a comment. Unless noted, calls follow the shape of the dose curve; as a rule, active = well fitted curve in the direction sought with a large enough effect; inconclusive = small, poorly fitted or top-dose-only effect, or another doubt; inactive = no such curve, though single readings can be large; an effect the other way counts as inactive or inconclusive. Some of the compounds tested (hit frequency here may not be typical).
entry	Molecule	PTAP TSG101 blk	Integrin act MD	Menin MLL FP TR	MBNL1-CUG inh	TSHR antag	AT treatment	CXXC DNA block	TCR act	Mito fusion act	S-ASM inh
1	CCCn1c(N)c(C(=O)CSc2nnc(Cc3cccs3)n2C2CC2)c(=O)n(C)c1=O	-8%	2%	·	·	-15	12%	·	5%	1%	1%
2	CC(OC(=O)CC1CCCC1)C(=O)Nc1ccc(Cl)cn1 (stereo not drawn)	1%	9%	·	·	-12	2%	·	-33%	0%	1%
3	CN(Cc1ccncc1)C1CC(=O)N(c2ccc(Cl)cc2)C1=O (stereo not drawn)	-5%	8%	3%	-4%	0	11%	9%	-6%	-10%	8%
4	CN(CCc1ccccc1)C(=O)c1ccc(NC(=O)Cc2ccc(NC(=O)C3CCCN(C(=O)C4CCCC4)C3)cc2)cc1 (stereo not drawn)	1%	19%	·	·	·	·	·	2%	·	-6%
5	O=C(OCc1nnc(-c2ccccc2)o1)c1ccc(Br)o1	-4%	6%	·	·	·	3%	·	2%	7%	-2%
6	CC(C)(C)c1ccc(OCC(=O)N(Cc2cccs2)C2CCS(=O)(=O)C2)cc1 (stereo not drawn)	-5%	-2%	8%	-1%	10	5%	·	6%	13%	5%
7	Cc1nc(-c2ccccc2)c(Cc2ccccc2O)c(=O)[nH]1	-3%	-12%	-17%	4%	5	2%	1%	2%	2%	2%
8	COC(=O)NC1(C(F)(F)F)C(=O)Nc2c1c(=O)n(C)c(=O)n2C (stereo not drawn)	0%	17%	-22%	7%	-4	2%	11%	-2%	-4%	4%
9	COc1ccc(C(=O)N2CCN(Cc3ccccc3)CC2)cc1[N+](=O)[O-]	-3%	-1%	-10%	13%	-1	11%	-4%	1%	0%	2%
10	CCCCN(CCCC)CC(O)COc1ccc(Br)cc1 (stereo not drawn)	1%	-22%	·	-7%	11	19%	1%	-4%	0%	-5%
11	COCCCN1C(=O)C(O)=C(C(C)=O)C1c1ccccn1 (stereo not drawn)	-2%	3%	12%	-11%	-3	-2%	-2%	4%	-5%	-1%
12	COc1cc(C(=O)NCCCOC(C)C)ccc1OC1CCN(C(C)=O)CC1	0%	0%	4%	-2%	-2	3%	7%	7%	1%	0%
13	O=C(O)c1cc(Br)ccn1	-5%	8%	1%	-8%	28	1%	6%	5%	1%	0%
14	COc1ccc(NC(=O)NC(C)c2ccc3c(c2)OCO3)cc1OC (stereo not drawn)	0%	-4%	-9%	-16%	-2	9%	-6%	-1%	-1%	-1%
15	O=C(NCc1ccco1)c1cc(S(=O)(=O)N2CCCC2)ccc1Cl	-14%	18%	18%	-1%	12	5%	0%	-6%	-1%	-5%
16	Cc1ccc(OCCOC(=O)c2cccc(S(=O)(=O)N3CC(C)OC(C)C3)c2)cc1 (stereo not drawn)	0%	-41%[inhibitor]	·	·	-17	4%	·	·	14%	-1%
17	CC(C)CNC(=O)[C@@H]1CSC2c3ccccc3C(=O)N21 (stereo partly drawn)	-7%	-1%	13%	-5%	-7	-1%	2%	0%	1%	5%
18	CC1CCc2nn(CC(=O)NCCN3CCOCC3)cc2C1 (stereo not drawn)	-2%	7%	2%	?	-2	9%	2%	-5%	-7%	1%
19	O=C(CSc1nnc(SCc2ccc(Cl)cc2)s1)N1CCOCC1	-8%	-31%	-17%	-8%	-39	9%	-7%	·	?	-2%
20	CCc1[nH]nc2c1C(c1ccsc1)C(C#N)=C(N)O2 (stereo not drawn)	-1%	-36%	-15%	8%	-5	-2%	5%	-1%[46.1 µM]	-4%	0%
21	CSCCC(NC(=O)COc1ccccc1)C(=O)OCCOc1ccc(F)cc1 (stereo not drawn)	-2%	17%	·	·	-2	-4%	·	2%	-6%	0%
22	COc1c2ccccc2c(OC)c2ccccc12	-5%	17%	-28%	?	3	7%	-2%	1%	-3%	i
23	Cc1c(NC(=O)c2cc3nc(-c4ccc(Br)cc4)cc(C(F)(F)F)n3n2)c(=O)n(-c2ccccc2)n1C	-12%	1%	-21%	26%	4	-3%	3%	-3%[46.1 µM]	1%	1%
24	CCOc1ccc(C(=O)Nc2cc(Cl)ccc2-n2cncn2)cc1OC	-1%	-9%	·	·	14	-3%	·	0%	3%	2%
25	CCOc1cc(C(=S)N2CCOCC2)ccc1OS(=O)(=O)c1ccccc1[N+](=O)[O-]	-1%	-17%	?	21%	-3	·	9%	-12%[46.1 µM]	12%	-5%
26	Cn1nc(C(F)(F)F)c(-c2cccc(C(F)(F)F)c2)c1NC(=O)CSCC(=O)O	0%	5%	·	-3%	-74*	-18%	-5%	-7%	-1%	-2%
27	CCCc1nnc(NC(=O)OCC)s1	-1%	-14%	6%	3%	12	0%	1%	2%	8%	-2%
28	Cc1ccc(C(=O)NC2CC(C)(C)NC(C)(C)C2)cc1Cl	-1%	7%	?	-7%	13	4%	0%	1%	0%	0%
29	N#Cc1ccc(CN2CCN(C(=O)c3ccc(S(=O)(=O)NCc4ccco4)cc3)CC2)cc1	-7%	-16%	·	·	-23	-19%	·	70%	-1%	0%
30	COc1cc2[nH]c(C(=O)NCCc3ccccc3)cc2c(OC)c1OC	-1%	-10%	5%	-2%	1	-3%	6%	6%	2%	-4%
31	O=C(Cn1cnc2c(nnn2-c2ccccc2)c1=O)NCC1CCCO1 (stereo not drawn)	-2%	0%	-5%	-3%	14	-9%	1%	-36%	-2%	-3%
32	CCN(CC(=O)Nc1ccc2c(c1)OCO2)CC(=O)Nc1ccccc1C(F)(F)F	4%	29%	·	·	1	4%	·	10%	-3%	0%
33	O=C(CN1C(=O)NC2(CCCCC2)C1=O)N(Cc1ccco1)Cc1cccs1	-6%	-8%	·	·	-10	1%	·	0%	2%	-1%
34	CCc1cc(/C(Cc2ccc3ccccc3n2)=N\O)c(O)cc1O	-1%	21%	?	3%	7	3%	-8%	2%	1%	-18%
35	Clc1ccc(CSc2nnc(-c3ccncc3)o2)cc1	-9%	9%	-3%	-1%	-4	0%	8%	0%	8%	-3%
36	Nc1ncnc(NNC(=O)CNC(=O)c2c(F)cccc2Cl)c1[N+](=O)[O-]	-1%	14%	8%	?	-3	-2%	-17%	0%	0%	-3%
37	CCCc1cc(=O)[nH]c(SCc2ccccc2)n1	-2%	-1%	12%	1%	-11	3%	18%	2%	15%	-1%
38	CC(C)(C)c1ccc(C(=O)N2CCC(C(=O)NC3CC3)CC2)cc1	-6%	1%	·	-4%	-1	7%	2%	2%	-3%	2%
39	CCCn1cnc2c(c1=O)c1nc3ccccc3nc1n2CCc1ccccc1	-6%	18%	0%	-1%	-7	4%	-2%	2%	-2%	46%[activator]
40	Cc1cccnc1NC(=O)CCNS(=O)(=O)c1ccc2c(c1)c(=O)n(C)c(=O)n2C	0%	2%	6%	-15%	22	-3%	6%	-4%	2%	3%
41	COc1ccccc1N/C(=N/S(=O)(=O)c1ccc(C)cc1)c1ccc(Cl)cc1	-6%	23%	-7%	3%	-7	-5%	3%	·	10%	-6%
42	COc1ccc2[nH]c(=S)[nH]c2c1	-1%	5%	1%	-15%	-4	3%	-1%	3%	2%	4%
43	COc1ccc(/C=N/n2c(C)cc(C)cc2=O)cc1	-1%	13%	-12%	-11%	21	1%	-2%	-1%	-3%	23%
44	COc1ccc(OCC(=O)N/N=C/c2ccc(N(C)C)cc2)cc1	0%	2%	-8%	?	-7	-2%	2%	-3%	-2%	109%[activator]
45	Cc1cc(C)c2nc(N3CCCC(C(=O)NCCN4CCOCC4)C3)sc2c1 (stereo not drawn)	-8%	8%	-2%	2%	4	-2%	0%	10%	0%	1%

# Bioassay records as filed in PubChem.
